Compound activity: PubChem BioAssay, National Center for Advancing Translational Sciences (NCATS)
TCR activator: activates T cell receptor signaling. AID 504894. primary human leukocytes, anti-CD3, IL-2 HTRF, 48 h. Potency, µM (titrated, usually from 9.22 µM), for inactives: top-dose activation of IL-2 secretion, usual class: activators. 330,000 tested, under 10 active; note: % of control where 0% means no effect
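Primary human leukocytes were stimulated with a-CD3 beads plus compounds for 48 hr without co-stimulation; secreted IL-2 was quantified by HTRF using a-IL-2-K (europium cryptate) and a-IL-2-d2, excited at 320nm with acceptor emission read at 665nm.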
KCNH2 WT inh: KCNH2 (human, wildtype) channel inhibition | Q12809 | U2OS, BacMam KCNH2, thallium flux FluxOr; stronger effect = lower value | activity change, % at 1.84 µM | 340,000 compounds, 0.37% hits | AID 720551;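 active = maximum activity change below -70%; inconclusive = maximum activity change between -70% and -50%; inactive = maximum activity change above -50%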; note: % is set by controls: 0 for no effect and ±100 for the full control effect
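U2OS cells transduced with wild-type KCNH2 virus are loaded with FluxOr dye for 45 min, and thallium flux is measured in kinetic reads before and after stimulation buffer. Rate constants are normalized to DMSO controls.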
A-T KAP1 phos: potential ataxia-telangiectasia treatment; […] A-T fibroblasts, KAP-1 phosphorylation AlphaLISA; neocarzinostatin DNA damage 30 min before lysis; Potency, µM (top dose mostly 57.5 µM), for inactives: at the top dose activation, hits mostly activators; 320,000 compounds, 0.19% hits; AID 485349; note: potency is the fitted concentration of half-maximal effect; % of control where 0% means no effect; nearly all actives have a fitted effect of over 45% in size
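ATM-like activity read as KAP-1 phosphorylation via AlphaLISA donor/acceptor antibody pairs after lysis and 6 hr at 25C. Cells were ATM-null patient fibroblasts ([…], hTERT), dosed 60 min, then exposed to the DSB inducer NCS for 30 min.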
GALK inh: galactokinase (human) inhibition. Purified GALK, Kinase-Glo residual ATP luminescence. Potency, µM (top dose mostly 57.5 µM), inactives show at the highest dose activity change, negative = inhibition, most hits filed as inhibitors. 270,000 compounds, 0.007% hits; note: potency is the fitted concentration of half-maximal effect; % is set by controls: 0 for no effect and ±100 for the full control effect
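GALK at 5 nM final was combined with compound, 35 uM ATP and 100 uM galactose in HEPES pH8.0 with MgCl2 and DTT. The reaction ran one hour at room temperature before luminescent ATP detection.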
Tb PFK block: inhibitors of T. brucei phosphofructokinase | O15648 | T. brucei PFK, ADP-Glo luminescence | Potency, µM (doses to about 57.5 µM), without a hit: at the top dose activity, negative = inhibition, actives largely listed as inhibitors | 330,000 compounds, 0.17% hits | AID 485367;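 note: potency is the fitted concentration of half-maximal effect; 0% = uninhibited 1x PFK enzyme wells and -100% = no-enzyme wells; nearly all actives have a fitted effect of over 60% in size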
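ADP-Glo luminescence quantified ADP after 45 min at room temperature, with 1.25 nM T. brucei PFK, 0.1 mM ATP and 0.5 mM fructose-6-phosphate in pH 8.0 TEA buffer. qHTS titrations up to 57 µM; curves classified by quality.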
Giardia kill: kills Giardia lamblia; activity change, % at 7.66 µM, hits read low; 340,000 compounds, 0.15% hits; AID 540267; Giardia lamblia trophozoite viability; in the data active = activity change below about -80%; inconclusive = between about -30% and that limit;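 note: parasites exposed to compound for two days anaerobically before the ATP read; % is set by controls: 0 for no effect and ±100 for the full control effect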
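Giardia lamblia trophozoites (100 cells/well) were incubated with compounds for 48 h at 37 deg C under anaerobic conditions. Viability was read as ATP content by one-step luminescence after 15-30 min at room temperature.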
TSHR antag: human thyrotropin receptor antagonism. P16473. TSHR-expressing cells, TSH-stimulated cAMP HTRF, 2 h; stronger effect = lower value. activity change, negative = inhibition, % at 11.5 µM. 330,000 compounds, 0.2% hits;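 active = activity change below a set negative limit, meaning inhibition stronger than a set level, cut at about -70% in these data; inconclusive = activity change between two set negative limits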; note: % is set by controls: 0 for no effect and ±100 for the full control effect
Target sequence (P16473 whole entry, looked up): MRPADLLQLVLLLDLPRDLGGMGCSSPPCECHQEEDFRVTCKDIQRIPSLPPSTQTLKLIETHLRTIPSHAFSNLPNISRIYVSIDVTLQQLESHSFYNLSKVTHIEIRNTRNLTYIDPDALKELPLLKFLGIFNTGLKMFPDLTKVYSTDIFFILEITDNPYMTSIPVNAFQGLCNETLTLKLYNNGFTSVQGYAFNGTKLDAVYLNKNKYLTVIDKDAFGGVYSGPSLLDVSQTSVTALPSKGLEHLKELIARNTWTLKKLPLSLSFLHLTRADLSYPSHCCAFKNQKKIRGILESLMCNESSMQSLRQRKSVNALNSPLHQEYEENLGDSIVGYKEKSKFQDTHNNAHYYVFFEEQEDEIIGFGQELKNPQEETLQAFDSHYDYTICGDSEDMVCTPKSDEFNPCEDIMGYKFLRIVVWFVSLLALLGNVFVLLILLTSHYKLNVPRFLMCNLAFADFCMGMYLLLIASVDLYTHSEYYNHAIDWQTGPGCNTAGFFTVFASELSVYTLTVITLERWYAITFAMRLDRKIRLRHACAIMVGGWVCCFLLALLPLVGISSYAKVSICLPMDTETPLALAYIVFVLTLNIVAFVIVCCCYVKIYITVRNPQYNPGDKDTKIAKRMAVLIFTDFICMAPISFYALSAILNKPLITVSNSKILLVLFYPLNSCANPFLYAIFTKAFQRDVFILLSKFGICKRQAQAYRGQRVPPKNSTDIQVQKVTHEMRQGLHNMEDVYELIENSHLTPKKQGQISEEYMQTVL
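Antagonism was scored as loss of TSH-driven cAMP in TSHR cells, stimulated with 4nM TSH (EC80) for 2 hours at 37 deg C and detected by homogeneous HTRF competition immunoassay.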
BCR signal inh: chronic active BCR signaling inhibition. ABC-DLBCL IkBa-CBG/CBR reporter, luminescence ratio, 4 h. Potency, µM (titrated, usually from 46.1 µM), inactives show top-dose ratio change, negative = lower green/red ratio, actives largely listed as inhibitors. AID 493014. 340,000 compounds, 0.05% hits; active = well fitted inhibition curve with a large enough effect in the signal ratio, with a control signal flat, not every such curve was filed as active; inconclusive = small, poorly fitted or top-dose-only effect, or effect the other way, or a change in a side signal; the % refers to the signal ratio;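 note: potency is the fitted concentration of half-maximal effect; plate controls were basal doxycycline-induced cells for no effect and cells given 10 µM MG132 for full effect; MG132 reads +100%, hits lower the ratio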
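Doxycycline induced both beetle luciferases in TMD8 lymphoma cells; IKK-driven degradation limits the IkappaBalpha-fused green signal, while red luminescence normalises for cell number and nonspecific effects. Compounds tested up to 46 uM, 4 hrs.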
CXXC DNA block: MLL CXXC-DNA interaction inhibition; MLL-CXXC / FITC-HOXA9 DNA fluorescence polarization; Potency, µM (top dose mostly 115 µM), for the others: at the highest dose activity change, negative = inhibition, usual class: inhibitors; 290,000 compounds, 0.037% hits; active = well fitted inhibition curve with a large enough effect in the polarisation, with a control signal flat, not every such curve was filed as active; inconclusive = small, poorly fitted or top-dose-only effect, or effect the other way, or a change in a side signal; inactive = no such curve, though single readings can be large or run the other way; the % refers to the polarisation; note: potency is the fitted concentration of half-maximal effect
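Fluorescence polarization: 7 uM MLL-CXXC (stock) preincubated 5 min with compounds, then 50 nM fluorescein-HOX-A9 DNA (stock) added; 30 min ambient. Buffer 50 mM Tris-HCl pH 7.5, 50 mM NaCl, 1 mM DTT, 0.05% BSA.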
Coupling enz: counter-screen for Giardia aldolase inhibitors: coupling enzyme system; coupling enzyme system counterscreen, AmpLite Red fluorescence; activity change, negative = inhibition, % at 58.2 µM, hits read low; 290,000 compounds, 0.67% hits; AID 2472; in the data active = activity change below about -30%; note: % is set by controls: 0 for no effect and ±100 for the full control effect
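First, compound is pin-transferred into glyceraldehyde-3-phosphate coupling-enzyme reagent at 57.5 uM final and held 10 min at RT. Next, substrate, coupling system and AmpLite Red are added. After 20 min RT, fluorescence (525/598 nm) is read.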
Numbers without * were called inactive; [ ] = another dose, or the depositor's remark. Unless noted, calls come from the whole dose curve; as a rule, active = well fitted curve in the direction sought with a large enough effect; inconclusive = small, poorly fitted or top-dose-only effect, or another doubt; inactive = no such curve, though single readings can be large; an effect the other way counts as inactive or inconclusive.

CC(=O)N1C(O)CC(C)N1c1ccccc1 (stereo not drawn) was read as TCR activator 0.3%[46.1 µM], KCNH2 WT inh -1.3, GALK inh 2.5%, Tb PFK block -5.2%, Giardia kill -9.7, TSHR antag 35.7, BCR signal inh 0.1%, CXXC DNA block 1.2% and Coupling enz -0.2.
`O=C1OC(c2ccccc2)c2ccc3ccccc3c21` (stereo not drawn) gave TCR activator 7.3%[46.1 µM], KCNH2 WT inh -8.3, A-T KAP1 phos -8.7%, GALK inh 0.4%, Tb PFK block 8.2%, Giardia kill 22.4, TSHR antag -17.1, BCR signal inh -9.9%, CXXC DNA block 0.9% and Coupling enz 1.5.
Cc1ccc(S(=O)(=O)N2CCOCC2)cc1NC(=O)COc1ccccc1Cc1ccccc1 was read as TCR activator 2.3%[46.1 µM], KCNH2 WT inh 1.0, A-T KAP1 phos -7.3%, Tb PFK block -2.6%, Giardia kill -9.9, TSHR antag -0.7 and BCR signal inh -13.6%.
Screening CC(c1nccs1)N(C)C(=O)CCc1nnc(Cc2c[nH]c3ccccc23)o1 (stereo not drawn) returned TCR activator 3.9%, KCNH2 WT inh -4.6, A-T KAP1 phos -1.0%, GALK inh -1.3%, Tb PFK block 2.6%, Giardia kill -17.6, TSHR antag -4.7, BCR signal inh -0.1%, CXXC DNA block 0.5% and Coupling enz -0.5.
For O=C(Nc1ccc2c(c1)OCO2)c1cnn2cccnc12 the results were TCR activator 2.5%, KCNH2 WT inh 27.7, A-T KAP1 phos 2.0%, GALK inh 2.4%, Tb PFK block -2.5%, Giardia kill -6.2, TSHR antag -8.2, BCR signal inh -6.5%, CXXC DNA block -0.1% and Coupling enz -0.6.
CCNC(=O)c1ccccc1NC(=O)c1cccc(S(=O)(=O)N2CCOCC2)c1 was read as TCR activator -4.0%, KCNH2 WT inh 5.8, A-T KAP1 phos 5.3%, Tb PFK block -0.9%, Giardia kill -26.0, TSHR antag 6.9, BCR signal inh -0.1%, CXXC DNA block 1.6% and Coupling enz 4.0.
`O=C(COC(=O)c1ccc2ncsc2c1)NCc1ccccc1Cl` gave TCR activator -1.3%, KCNH2 WT inh -4.8, A-T KAP1 phos 13.0%, Tb PFK block 0.6%, Giardia kill 15.6 and BCR signal inh 11.2%.
Screening CN(C)CCCNC(=O)C[C@H]1C[C@H](C(=O)N2CCCCC2)[C@@]2(C)c3[nH]c4cc(CCC(=O)N(C)C)ccc4c3CCN2C1=O returned TCR activator 0.6%[46.1 µM], KCNH2 WT inh -2.3, A-T KAP1 phos 4.4%, Tb PFK block 0.0%, Giardia kill 12.0, TSHR antag 4.1 and BCR signal inh 0.5%.
For CSCC(NS(=O)(=O)c1ccc(C)cc1)C(=O)O (stereo not drawn) the results were TCR activator 3.1%, KCNH2 WT inh 6.2, A-T KAP1 phos -5.7%, GALK inh 3.5%, Tb PFK block 1.1%, Giardia kill -23.0, TSHR antag 2.2, BCR signal inh -8.2%, CXXC DNA block -13.6% and Coupling enz 1.3.
For O=C(NCCCn1ccnc1)C(=O)NCC(c1ccco1)N1CCN(c2ccccc2)CC1 (stereo not drawn) the results were TCR activator 1.7%, KCNH2 WT inh -5.2, A-T KAP1 phos 6.0%, GALK inh -0.8%, Tb PFK block -1.3%, Giardia kill 29.2, TSHR antag 0.9, BCR signal inh 9.5%, CXXC DNA block 2.2% and Coupling enz -1.6.
Screening COc1ccc(S(=O)(=O)/C(C#N)=C/Nc2ccccc2F)cc1 returned TCR activator 3.5%, KCNH2 WT inh -2.1, A-T KAP1 phos -3.1%, Tb PFK block 1.7%, Giardia kill -1.8, TSHR antag 10.1, BCR signal inh 3.9%, CXXC DNA block 11.5% and Coupling enz 0.5.
For O=C(O)C1CCN(C(=O)c2csc(-c3ccc4c(c3)CCO4)n2)CC1 the results were TCR activator 0.2%, KCNH2 WT inh 2.2, A-T KAP1 phos 1.4%, Tb PFK block 6.9%, Giardia kill -6.5, TSHR antag -1.5, BCR signal inh -4.9%, CXXC DNA block -9.0% and Coupling enz -0.1.
`CC1COc2ccccc2N1C(=O)c1cccnc1Cl` (stereo not drawn) gave TCR activator 11.6%, KCNH2 WT inh 2.3, A-T KAP1 phos -2.4%, GALK inh -0.8%, Tb PFK block -0.2%, Giardia kill 11.9, TSHR antag 23.0, BCR signal inh inconclusive, CXXC DNA block -3.7% and Coupling enz -1.7.
Screening CC1C/C(=N\Nc2ccc(S(N)(=O)=O)cc2[N+](=O)[O-])CC(C)(C)C1 (stereo not drawn) returned TCR activator 1.8%[46.1 µM], KCNH2 WT inh 2.8, A-T KAP1 phos -16.0%, GALK inh 1.0%, Tb PFK block 0.4%, Giardia kill -13.9, TSHR antag 1.4, BCR signal inh 1.7%, CXXC DNA block 17.0% and Coupling enz -1.2.
Screening CN(CC(=O)O)Cc1nc2ccccc2[nH]1 returned TCR activator -4.4%, KCNH2 WT inh 4.7, A-T KAP1 phos -2.4%, GALK inh -2.7%, Tb PFK block 3.7%, Giardia kill 2.0, TSHR antag -7.7, BCR signal inh inconclusive, CXXC DNA block -10.6% and Coupling enz -2.6.
Screening CC(=O)c1cccc(NC(=O)CSc2nc(=O)n(Cc3ccccn3)c3c2CCC3)c1 returned TCR activator 3.5%, KCNH2 WT inh 5.0, A-T KAP1 phos 1.9%, Tb PFK block 2.0%, Giardia kill 8.0, TSHR antag -1.5 and BCR signal inh inconclusive.
COCC(C)NC(=O)c1cccc([N+](=O)[O-])c1 (stereo not drawn) was read as TCR activator -2.9%, KCNH2 WT inh -5.1, A-T KAP1 phos 1.6%, GALK inh -1.4%, Tb PFK block 1.6%, Giardia kill 18.9, TSHR antag 5.9, BCR signal inh 11.1%, CXXC DNA block -5.0% and Coupling enz 1.5.
Cc1cc(C(=O)COC(=O)c2cc(O)c3ccccc3c2O)c(C)n1CC1CCCO1 (stereo not drawn) was read as TCR activator -4.7%, KCNH2 WT inh 17.7, A-T KAP1 phos 1.3%, GALK inh 10.5%, Tb PFK block -3.3%, Giardia kill 21.4, TSHR antag 4.4, BCR signal inh inconclusive, CXXC DNA block 4.4% and Coupling enz -46.0*.
Cc1ccccc1-n1nnnc1SC1CCOC1=O (stereo not drawn) was read as TCR activator 1.2%, KCNH2 WT inh -6.6, A-T KAP1 phos 0.5%, GALK inh -0.9%, Tb PFK block 4.0%, Giardia kill -24.1, TSHR antag -88.1*, BCR signal inh -0.4%, CXXC DNA block -8.7% and Coupling enz 1.6.
For CC(=O)c1ccc(NC(=O)Nc2cccc3ccccc23)cc1 the results were TCR activator 1.8%, KCNH2 WT inh 30.5, A-T KAP1 phos -0.2%, GALK inh -1.5%, Tb PFK block 0.1%, Giardia kill -10.1, TSHR antag 2.1, BCR signal inh inconclusive and CXXC DNA block inconclusive.
For Cc1nc(SCc2ccc([N+](=O)[O-])cc2)n[nH]1 the results were TCR activator -3.4%, KCNH2 WT inh -2.0, A-T KAP1 phos -0.7%, GALK inh 0.3%, Tb PFK block 2.4%, Giardia kill -6.8, TSHR antag -2.3, BCR signal inh 1.9%, CXXC DNA block -6.6% and Coupling enz -1.2.
Cc1onc(-c2c(Cl)cccc2Cl)c1NC(=O)NC1CCSC1 (stereo not drawn) was read as TCR activator -1.0%, KCNH2 WT inh 4.8, A-T KAP1 phos -10.3%, GALK inh 6.2%, Tb PFK block -2.4%, Giardia kill 7.0, TSHR antag -2.3, BCR signal inh 0.6%, CXXC DNA block -3.8% and Coupling enz 1.5.
`COc1ccc(CCNC(=O)CCOc2ccc(C)cc2)cc1OC` gave TCR activator -0.4%, KCNH2 WT inh 11.4, A-T KAP1 phos 36.4%, GALK inh -7.4%, Tb PFK block 5.3%, Giardia kill 18.4, TSHR antag -44.3, BCR signal inh 0.3% and CXXC DNA block 66.9%[activator].
Screening CC(NS(=O)(=O)c1cccc(Cl)c1)C(=O)N(C)C1CCN(C)CC1 (stereo not drawn) returned TCR activator 14.0%, KCNH2 WT inh 7.0, A-T KAP1 phos 2.7%, GALK inh 5.5%, Tb PFK block 2.2%, Giardia kill 7.9, TSHR antag 2.7, BCR signal inh -0.2%, CXXC DNA block 6.2% and Coupling enz -0.5.
Screening O=C(COc1ccccc1)Nc1ccc(CN2CCCCC2)cc1 returned TCR activator 3.2%, KCNH2 WT inh 14.5, A-T KAP1 phos 1.2%, GALK inh 8.3%, Tb PFK block -8.1%, Giardia kill -18.8, TSHR antag -3.9, BCR signal inh 1.4%, CXXC DNA block -1.2% and Coupling enz 2.4.
